Compound activity as filed in PubChem.
PTHR1 ag: agonists of human PTHR1 parathyroid hormone receptor | HEK293 GP2 PTHR1 cells, GloSensor cAMP luminescence, 1 h | Potency, µM (highest dose often 115 µM), without a hit: top-dose activation, actives largely listed as activators | 0.075% of 410,000 active; note: nearly all actives have a fitted effect of over 55% in size; some results filed as inactive show a strong effect at the top dose; inactives centre near -15; many of its hits are not listed in these tables
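HEK-293-derived GP2 cells expressing PTHR1 and a GloSensor cAMP reporter, 3,000/well, plated overnight, given luciferin plus IBMX (each 0.5 mM as added) for 1 h at 37 °C, then compound for 1 h at 37 °C. Luminescence was read after 15 min at room temperature.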
FUS yeast rescue: suppressors of FUS proteinopathy in yeast; Potency, µM (highest dose often 76.6 µM), inactives show at the highest dose growth rescue (activation), most hits filed as activators; AID 1347120; S. cerevisiae FUS-expressing, growth rescue, OD600, 24 h; 0.24% of 390,000 active;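 note: plate controls were DMSO vehicle for no effect and reference control for full effect; nearly all actives have a fitted effect of over 55% in size; some results filed as inactive show a strong effect at the top dose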
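Steps: raffinose overnight preculture; dilution to OD 0.005 in 2% galactose minimal medium; compound addition (concentration series); 24hr at 30C, 99% humidity; absorbance read at 600 nm.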
EPAC1 ag: activates human EPAC1 exchange factor. EPAC1 agonist qHTS, biochemical assay; response scale: 100% = response to 6.5 mM cAMP. Potency, µM (top dose mostly 154 µM), without a hit: at the highest dose activation, most hits filed as activators. 0.073% of 360,000 active; note: nearly all actives have a fitted effect of over 60% in size
Target sequence (O95398 whole entry, looked up): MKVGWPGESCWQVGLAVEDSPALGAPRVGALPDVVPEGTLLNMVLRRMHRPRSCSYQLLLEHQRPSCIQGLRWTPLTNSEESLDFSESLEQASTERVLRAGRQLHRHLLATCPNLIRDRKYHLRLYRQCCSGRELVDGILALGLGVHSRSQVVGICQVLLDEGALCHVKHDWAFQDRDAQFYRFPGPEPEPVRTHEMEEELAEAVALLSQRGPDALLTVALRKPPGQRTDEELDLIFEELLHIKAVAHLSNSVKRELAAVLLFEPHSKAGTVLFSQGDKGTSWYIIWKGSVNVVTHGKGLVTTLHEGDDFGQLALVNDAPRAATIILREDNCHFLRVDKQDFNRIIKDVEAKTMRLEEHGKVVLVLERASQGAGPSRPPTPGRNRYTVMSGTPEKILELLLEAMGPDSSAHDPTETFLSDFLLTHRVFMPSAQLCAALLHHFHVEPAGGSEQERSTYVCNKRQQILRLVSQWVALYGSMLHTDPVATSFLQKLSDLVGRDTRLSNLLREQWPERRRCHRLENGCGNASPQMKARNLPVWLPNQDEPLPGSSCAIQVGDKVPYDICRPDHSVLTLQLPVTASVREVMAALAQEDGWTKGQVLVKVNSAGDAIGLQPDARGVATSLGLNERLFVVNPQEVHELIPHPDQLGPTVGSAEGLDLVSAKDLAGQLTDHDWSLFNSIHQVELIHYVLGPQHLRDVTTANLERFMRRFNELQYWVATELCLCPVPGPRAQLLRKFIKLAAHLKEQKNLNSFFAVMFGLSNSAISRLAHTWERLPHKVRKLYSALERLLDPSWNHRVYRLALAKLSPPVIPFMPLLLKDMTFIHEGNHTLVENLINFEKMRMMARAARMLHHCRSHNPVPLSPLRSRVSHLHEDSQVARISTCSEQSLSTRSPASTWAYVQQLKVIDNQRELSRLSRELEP
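EPAC1 100 nM, Rap1B–BODIPY-GDP 250 nM, unlabeled GDP 50 uM; compound titration; 5 min RT; kinetic read ex480/em540 at 5-min intervals ×30 min; data normalized to 6.5 mM cAMP agonist control.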
EPAC2 agonist: activates human EPAC2 exchange factor; Q8WZA2; EPAC2 activation, biochemical qHTS; response scale: 100% = 6.5 mM cAMP response; Potency, µM (titrated, usually from 154 µM), inactives show at the highest dose activation, hits mostly activators; 0.079% of 360,000 active; AID 720711; note: nearly all actives have a fitted effect of over 50% in size
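Compounds were titrated in qHTS against a Rap1B-BODIPY-GDP (250 nM) complex with EPAC2 (100 nM) and GDP (50 uM). BODIPY-GDP release tracked at 480/540 nm over 30 min at room temperature, normalized to 6.5 mM cAMP.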
EPAC2 antag: blocks human EPAC2 exchange factor | EPAC2 GEF exchange of Rap1B-BODIPY-GDP, fluorescence | 0.18% of 360,000 active | Potency, µM (doses to about 114 µM), inactives show at the highest dose activity, negative = inhibition, usual class: inhibitors; note: % is set by controls: 0 for no effect and ±100 for the full control effect; nearly all actives have a fitted effect of over 45% in size; many of its hits are not listed in these tables
aSyn yeast inh: rescues yeast growth from alpha-synuclein toxicity | Yeast expressing alpha-synuclein, growth rescue, BacTiter-Glo, 24 h | Potency, µM (doses to about 46.1 µM), inactives show top-dose growth rescue (activation), most hits filed as activators | 0.14% of 370,000 active | AID 652106; note: % of control where 0% means no effect; nearly all actives have a fitted effect of over 65% in size
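Screening used galactose-induced yeast with toxic alpha-synuclein levels, exposed to compound for 24 hr at 30 deg C. Cell growth, read with BacTiter-Glo luminescence, gave the measured signal.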
EPAC1 antagonist: blocks human EPAC1 exchange factor. 0.14% of 360,000 active. O95398. AID 720709. EPAC1 GEF assay, Rap1b-BODIPY-GDP exchange fluorescence. Potency, µM (highest dose often 115 µM), inactives show at the highest dose activity change, negative = inhibition, usual class: inhibitors;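 note: plate controls were vehicle for no effect and positive control for full effect; nearly all actives have a fitted effect of over 50% in size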
TDP-43 yeast inh: inhibitors of TDP-43 toxicity in yeast; TDP-43 expressing yeast growth rescue, BacTiter-Glo, 24 h; 1.8% of 410,000 active; Potency, µM (doses to about 46.1 µM), without a hit: at the top dose growth rescue (activation), hits mostly activators; AID 652104; note: % of control where 0% means no effect; nearly all actives have a fitted effect of over 50% in size
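Yeast cells expressing TDP-43 under galactose induction are exposed to compounds for 24 hr at 30 deg C. BacTiter-Glo luminescence measures growth, so protective compounds score as activators.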
* marks the source's active call; other numbers are inactive results; i = inactive; ? = inconclusive; / = not tested or not shown; & = joins results of further samples; [ ] = another dose, or the depositor's remark. Calls come from the whole dose curve; as a rule, active = well fitted curve in the direction sought with a large enough effect; inconclusive = small, poorly fitted or top-dose-only effect, or another doubt; inactive = no such curve, though single readings can be large; an effect the other way counts as inactive or inconclusive. Potency is the fitted concentration of half-maximal effect.

| smiles | PTHR1 ag | FUS yeast rescue | EPAC1 ag | EPAC2 agonist | EPAC2 antag | aSyn yeast inh | EPAC1 antagonist | TDP-43 yeast inh |
| --- | --- | --- | --- | --- | --- | --- | --- | --- |
| O=C1CCC/C1=c1\s/c(=C\c2cccnc2)c(=O)n1-c1ccccc1 | -12%[57.5 µM] | 6% | 4% | 4% | 5% | 1% | 8% | -5% |
| O=C(COc1ccc(Br)cc1Cl)Nn1cnnc1 | -27% | -5% | -6% | 0% | 1% | 3% | -10% | 18% |
| O=C(Cn1c(=O)oc2ccccc21)N1CCOCC1 | 2% | -26% | -7% | 14% | -10%[57.1 µM] | -6% | 0% | -12% |
| O=C1NCCCCC1NS(=O)(=O)c1ccccc1 (stereo not drawn) | i | -31% | 7% | 6% | 6% | 1% | -6% | 8% |
| O=C(CN1CCN(c2ncccn2)CC1)Nc1ccccc1-n1cccc1 | -24%[57.5 µM] | -4% | 7% | 13% | -5% | 1% | -12% | -8% |
| CCc1ccc(C(CNC(=O)c2ccc3c(=O)n(-c4ccccc4F)c(=S)[nH]c3c2)N(C)C)cc1 (stereo not drawn) | -3% | ? | 0% | -11% | -18% | -1% | -15% | 8% |
| CC1(C)OC(=O)C2=C(C[C@@H](C3CC3)O[C@@H]2C2CC2)O1 | -12% | -23% | 11% | 8% | 9% | 2% | 3% | 0% |
| S=c1nc(-c2ccccc2)n(-c2ccccc2)[nH]1 | i | 22% | 10% | 11% | -1% | -2% | -16% | -8% |
| COc1ccccc1NS(=O)(=O)c1cccs1 | -19% | 9% | 2% | 1% | 13% | 0% | 7% | 13% |
| CC(=O)Nc1ccc(NC(=O)c2nc(S(=O)(=O)Cc3ccccc3)ncc2Cl)cc1 | -35%[inhibitor] | -16% | 1% | 4% | -8% | 1% | -13% | 6% |
| Clc1ccc(CCNc2nc3ccccc3s2)cc1 | -22% | 3% | 28% | 25% | -11% | 2% | -9% | ? |
| CCC(C)c1ccccc1NC(=O)CN(C)CCOc1ccc(Cl)cc1 (stereo not drawn) | -4% | 11% | 0% | 6% | -29% | 1% | -11% | -3% |
| COc1ccccc1OCc1ccc(C(=O)N(C)c2ccccc2)o1 | -14% | 0% | -1% | -6% | -20% | ? | 0% | 24% |
| CCOC(=O)C1(CCOc2ccccc2)CCN(Cc2ccc(F)c(OC)c2)CC1 | -23% | 1% | 1% | 13% | 3% | 0% | -24% | -5% |
| C=CCNC(=O)c1cc(-c2ccncc2)nc2c(C)cc(C)cc12 | -18% | 15% | 0% | -4% | 2% | 18% | 19% | 11% |

An excerpt from further up, as a working copy:
| smiles | PTHR1 ag | FUS yeast rescue | EPAC1 ag | EPAC2 agonist | EPAC2 antag | aSyn yeast inh | EPAC1 antagonist | TDP-43 yeast inh |
| --- | --- | --- | --- | --- | --- | --- | --- | --- |
| O=C1CCC/C1=c1\s/c(=C\c2cccnc2)c(=O)n1-c1ccccc1 | -12%[57.5 µM] | 6% | 4% | 4% | 5% | 1% | 8% | -5% |
| O=C(COc1ccc(Br)cc1Cl)Nn1cnnc1 | -27% | -5% | -6% | 0% | 1% | 3% | -10% | 18% |

Copied from the list:
Entry for COc1ccccc1NS(=O)(=O)c1cccs1 in EPAC2 agonist: 1%
Entry for COc1ccccc1OCc1ccc(C(=O)N(C)c2ccccc2)o1 in EPAC2 agonist: -6%
Entry for O=C(COc1ccc(Br)cc1Cl)Nn1cnnc1 in aSyn yeast inh: 3%
Entry for CC1(C)OC(=O)C2=C(C[C@@H](C3CC3)O[C@@H]2C2CC2)O1 in EPAC2 antag: 9%

Next section.
| smiles | PTHR1 ag | FUS yeast rescue | EPAC1 ag | EPAC2 agonist | EPAC2 antag | aSyn yeast inh | EPAC1 antagonist | TDP-43 yeast inh |
| --- | --- | --- | --- | --- | --- | --- | --- | --- |
| CC(=O)c1nn(-c2cccc(Br)c2)cc1C(=O)c1ccc(C)cc1 | i | -2% | 9% | 4% | -2% | / | -1% | 14% |
| COc1cc(Br)c(C2CC(=O)Nc3cc(OC)c(OC)cc32)cc1OC (stereo not drawn) | i | -15% | -19% | 8% | 1% | 10% | -16% | 9% |
| Clc1cccc(-c2cc3nc(NCCOc4ccccc4)ccn3n2)c1 | -9% | 8% | 13% | 27% | 7% | 1% | -12% | -28% |
| CCCn1c2c(c(=N)c3c1CCC3)CCC2 | -38%[inhibitor] | -23% | 2% | -1% | 2% | / | -17% | / |
| CCOC(=O)CNc1cccc(C(F)(F)F)c1 | i | 12% | -2% | -1% | 4% | 1% | -8% | -4%[0.397 µM] |
| COc1ccc(NC(=O)NCCCN2CCC(Cc3ccccc3)CC2)cc1 | i | -14% | 12% | 5% | 5% | -7% | -5% | 11% |
| CN(C(=O)c1cccs1)C1(C)CCS(=O)(=O)C1 (stereo not drawn) | i | -5% | -5% | 13% | -8% | -2% | 9% | 1% |
| Cc1nc(NCC2CCCO2)nc2c1C(=O)CC(C)C2 (stereo not drawn) | i | -2% | 14% | 8% | 0% | -6% | 0% | 25% |
| Cc1onc(-c2ccccc2)c1C(=O)N/N=C/c1cc2c(cc1Cl)OCO2 | -32% | 12% | 2% | 2% | 16% | 4% | 5% | 16% |
| COC(=O)C1(CCSC)NC(c2ccco2)C2C(=O)N(C)C(=O)C21 (stereo not drawn) | 11% | 16% | -1% | 6% | -4% | 0% | 1% | -3% |
| Cc1ccc(NC(=O)CCS(=O)(=O)c2ccc3nc(C)sc3c2)cc1 | -24%&-37% | -16%&-18% | 4% | 11% | -3% | -1% | -17% | -4%&16% |
| CCc1nc(NCCN2CCOCC2)c2oc3ccccc3c2n1 | -5%[57.5 µM] | 1% | -7% | 18% | 9%[57.1 µM] | 3% | 12% | 4% |
| CC(Sc1nnc(Cn2c(=O)sc3ccccc32)n1C)c1ccccc1 (stereo not drawn) | -5% | 6% | 4% | 20% | 6% | 2% | -7% | -8% |
| CCN1CCN(c2ccc(S(=O)(=O)N3CCCCC3)cc2NC(=O)C(C)Oc2ccc(F)cc2)CC1 (stereo not drawn) | -1% | 21% | ? | 8% | 6% | 2% | -12% | 22% |
| CCC(=O)Nc1c(C)nn(-c2ccc(C)c(C)c2)c1C | -10% | / | 0% | 4% | -1% | 2% | -12% | 3% |

Carrying on.
| smiles | PTHR1 ag | FUS yeast rescue | EPAC1 ag | EPAC2 agonist | EPAC2 antag | aSyn yeast inh | EPAC1 antagonist | TDP-43 yeast inh |
| --- | --- | --- | --- | --- | --- | --- | --- | --- |
| CCOc1ccc(-c2ccc(/C=C3/C(=N)N4C=CSC4=NC3=O)o2)c([N+](=O)[O-])c1 | -21% | / | -4% | 8% | -13% | 2% | -8% | -9% |
| COc1cccc(-c2nnc(-c3ccc(C(F)(F)F)cc3)o2)c1OC | -9%[57.5 µM] | -4% | -3% | 4% | -6% | -6% | 1% | ? |
| COc1ccc(CNC(=O)COC(=O)CN2C(=O)C3CCCCC3C2=O)cc1 (stereo not drawn) | -15% | -10% | 15% | 16% | -4% | 0% | 1% | 9% |
| CCc1ccc(N2CC(C(=O)NC3=NCCS3)CC2=O)cc1 (stereo not drawn) | -1%[57.5 µM] | 3% | 5% | 5% | 2% | -4% | 4% | -3% |
| O=C(Cc1ccc(Cl)c(Cl)c1)Nc1cccc2ncccc12 | i | 5% | -2% | 5% | 2% | 14% | 11% | -1% |
| C=CCn1c(N)c(C(=O)OC(C)CC)c2nc3ccccc3nc21 (stereo not drawn) | -18% | / | -7% | 2% | -7% | 6% | -5% | 0% |
| Cc1cccc(C)c1NC(=S)N/N=C/c1ccc(OCCC(C)C)cc1 | i | ? | 4% | 4% | -11% | 5% | -18% | ? |
| CCOC(=O)C1=CCN(S(=O)(=O)c2ccc(C)cc2)C1c1ccc(C)cc1 (stereo not drawn) | -17% | 24% | 2% | 17% | -10% | 1% | 1% | 24% |
| O=C(COc1coc(CN2CCc3ccccc3C2)cc1=O)Nc1cccc(Cl)c1 | -18% | 17% | -2% | -1% | 6% | 0% | -6% | -16% |
| COc1cccc(CC(NC(C)=O)C(=O)NC2CCN(C(=O)c3ccc(Cl)cc3)CC2)c1 (stereo not drawn) | i | 44% | 2% | 7% | 4% | -6% | 2% | -8% |
| Cn1cnnc1SCC(=O)NC(=O)NC1CCCC1 | -6%[57.5 µM] | 19% | -5% | 2% | 9% | -6% | 9% | -14% |
| COc1ccccc1N1CCN(CC(O)COc2ccc3c(c2)CCC3)CC1 (stereo not drawn) | -77%[inhibitor][57.5 µM] | 3% | -1% | 3% | -13% | 5% | 1% | -5% |
| O=C(Nc1ccnc(-c2ccncc2)n1)c1ccc(Cl)cc1 | i | -21% | -1% | 2% | 2%[57.1 µM] | -1% | -6% | 5% |
| CN(CC(=O)NCCc1ccc(S(N)(=O)=O)cc1)CC(=O)Nc1ccc(Cl)cc1 | -35% | / | 0% | -9% | -8% | 7% | -6% | 20% |
| CCc1nnc(NC(=O)CSc2nnc(-c3ccco3)n2CC)s1 | i | 16% | -3% | 8% | 21% | 2% | 7% | -9% |

Only EPAC2 antag (6 entries from above):
SMILES	EPAC2 antag
O=C(CN1CCN(c2ncccn2)CC1)Nc1ccccc1-n1cccc1	-5%
CCc1ccc(C(CNC(=O)c2ccc3c(=O)n(-c4ccccc4F)c(=S)[nH]c3c2)N(C)C)cc1 (stereo not drawn)	-18%
CC1(C)OC(=O)C2=C(C[C@@H](C3CC3)O[C@@H]2C2CC2)O1	9%
S=c1nc(-c2ccccc2)n(-c2ccccc2)[nH]1	-1%
COc1ccccc1NS(=O)(=O)c1cccs1	13%
CC(=O)Nc1ccc(NC(=O)c2nc(S(=O)(=O)Cc3ccccc3)ncc2Cl)cc1	-8%

Next section
| smiles | PTHR1 ag | FUS yeast rescue | EPAC1 ag | EPAC2 agonist | EPAC2 antag | aSyn yeast inh | EPAC1 antagonist | TDP-43 yeast inh |
| --- | --- | --- | --- | --- | --- | --- | --- | --- |
| COc1ccc(OC)c(CN2CCCCCC2)c1 | 0% | -20% | 3% | 3% | 3% | 3% | -9% | -3% |
| O=S(=O)(c1cccc(F)c1)N1CCc2sccc2C1c1ccc(OC(F)(F)F)cc1 (stereo not drawn) | i | -28% | -5% | 4% | -9% | 5% | -1% | -20% |
| COc1ccc(S(=O)(=O)NCCc2ccccn2)cc1 | i | -3% | 4% | 3% | -1% | 1% | -5% | -7% |
| COCCn1c(N)c(N(Cc2ccccc2)C(=O)COc2ccc(F)cc2Cl)c(=O)[nH]c1=O | -3% | -5% | -8% | -6% | 11% | 9% | 9% | 15% |
| O=C(O)Cn1c(O)c(C2=c3ccccc3=NC2=O)sc1=O | i | 34% | ? | 17% | 19% | 29% | 17% | -3% |

The list is partial; count on the stated rates, not on these rows.
